Source: PubChem BioAssay
ERG-DNA inh: ERG Ets/DNA interaction inhibition | P11308 | fluorescence polarization, His-ERG Ets domain / labelled DNA | Potency, µM (titrated, usually from 76.9 µM), for inactives: top-dose FP activity, negative = inhibition, actives largely listed as inhibitors | hit rate 0.028% among 370,000; active = well fitted inhibition curve with a large enough effect in the polarisation, with a control signal flat; inconclusive = small, poorly fitted or top-dose-only effect, or effect the other way, or a change in a side signal; inactive = no such curve, though single readings can be large or run the other way; the % refers to the polarisation;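 also: polarization taken with two DNA probes labelled with fluorescein and Texas red; % of control where 0% means no effect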
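His-tagged ERG Ets domain (1 uM in the protein solution; 300mM KCl, 50mM Tris-HCl, 1mM EDTA, 1mM DTT, pH 7.5) received compound, then a probe mix of 5 nM fluorescein-DNA and 100nM Texas-615-DNA. Fluorescence polarization was read for both dyes.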
PGK inhibitor: T. brucei PGK inhibition | AID 602233 | PGK/GAPDH coupled, Kinase-Glo luminescence, 60 min | P07378 | Potency, µM (highest dose often 57.5 µM), for inactives: top-dose activity change, negative = inhibition, actives largely listed as inhibitors | hit rate 0.043% among 380,000; also: % is scaled to controls: 0 for no effect and ±100 for the full control effect; nearly all actives have a fitted effect of over 60% in size
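Recombinant glycosomal PGK reaction used 1,3-bisphosphoglycerate generated in-well by GAPDH (100nM final) in 100mM TEA pH 7.6, 5mM MgCl2, 0.01% Tween-20. After 60 minutes at room temperature, ATP was read by Kinase-Glo Plus luminescence end-point.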
12-LOX inh: inhibitors of human 12S-lipoxygenase ALOX12; AID 1671190; hit rate 1.1% among 580,000; purified 12hLO, xylenol orange hydroperoxide absorbance; P18054; Potency, µM (top dose mostly 108 µM), for the others: at the top dose activity change, negative = inhibition, usual class: inhibitors; also: % is scaled to controls: 0 for no effect and ±100 for the full control effect
Target sequence (P18054 whole entry, looked up): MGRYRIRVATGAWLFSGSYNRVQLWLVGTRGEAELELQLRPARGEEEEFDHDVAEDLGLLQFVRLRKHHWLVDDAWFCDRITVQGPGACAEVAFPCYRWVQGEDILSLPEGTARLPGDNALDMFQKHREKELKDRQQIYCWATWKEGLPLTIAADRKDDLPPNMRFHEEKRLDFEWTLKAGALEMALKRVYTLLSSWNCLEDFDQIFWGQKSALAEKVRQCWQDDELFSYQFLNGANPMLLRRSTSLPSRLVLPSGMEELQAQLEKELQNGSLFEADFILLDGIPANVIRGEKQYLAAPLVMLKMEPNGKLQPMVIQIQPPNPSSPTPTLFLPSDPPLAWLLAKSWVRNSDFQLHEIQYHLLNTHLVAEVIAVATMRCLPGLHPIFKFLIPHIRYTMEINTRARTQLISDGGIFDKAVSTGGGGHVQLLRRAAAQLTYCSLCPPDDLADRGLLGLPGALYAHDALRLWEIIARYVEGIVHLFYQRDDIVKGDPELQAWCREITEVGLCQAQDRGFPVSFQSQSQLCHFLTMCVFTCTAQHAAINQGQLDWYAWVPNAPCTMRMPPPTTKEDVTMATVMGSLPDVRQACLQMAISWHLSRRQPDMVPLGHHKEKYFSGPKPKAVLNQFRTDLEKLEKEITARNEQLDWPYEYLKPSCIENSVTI
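Purified human 12hLO (150 nM final) in 25 mM Hepes, 0.01% Triton X-100, pH 7.0 was preincubated 15 min at room temperature with compound. Then 40 uM arachidonic acid was added, 30 min. Hydroperoxide was read by Fe-XO absorbance ratio 573/405 nm.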
GLS inh: glutaminase GLS (human) inhibition; hit rate 0.21% among 410,000; Potency, µM (series often up to 45.5 µM), for inactives: at the top dose activity change, negative = inhibition, hits mostly inhibitors; GLS enzymatic activity, qHTS titration; AID 624170; O94925; also: % is scaled to controls: 0 for no effect and ±100 for the full control effect
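Read-out is an Amplex red fluorescence increase coupled through glutamate oxidase and HRP, measured before and after 30 min room-temperature incubation. hKGA is in 45 mM KH2PO4 (pH 8.2) with 0.02% Tween-20; glutamine added as 1mM solution.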
RGS4 inh: inhibitors of human regulator of G protein signaling 4; P49798; Transcreener GDP fluorescence polarization, RGS4-accelerated GTP hydrolysis; Potency, µM (titrated, usually from 114 µM), inactives show at the top dose activity change, negative = inhibition, most hits filed as inhibitors; hit rate 0.039% among 390,000; also: % is scaled to controls: 0 for no effect and ±100 for the full control effect; nearly all actives have a fitted effect of over 75% in size; some results filed as inactive show a strong effect at the top dose
Target sequence (P49798 whole entry, looked up): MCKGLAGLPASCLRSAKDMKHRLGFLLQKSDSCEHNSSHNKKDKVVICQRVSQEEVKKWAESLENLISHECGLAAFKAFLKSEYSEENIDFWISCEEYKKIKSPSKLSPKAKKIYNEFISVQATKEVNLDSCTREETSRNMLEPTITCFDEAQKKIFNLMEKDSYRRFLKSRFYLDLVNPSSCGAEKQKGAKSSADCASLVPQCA
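MLSMR compounds (23 nl, pin-transferred) preincubated 10 min at room temperature with a 500nM (2x) first reagent, then RGS4 at 900nM (2x) plus Transcreener GDP mix added; fluorescence polarization (620/688 nm) read before and after 90 min at 30 °C.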
TrxR1 inh: inhibitors of rat thioredoxin reductase 1; O89049; AID 588453; hit rate 1% among 390,000; Potency, µM (top dose mostly 114 µM), without a hit: top-dose activity change, negative = inhibition, usual class: inhibitors; recombinant rTrxR1, NADPH fluorescence consumption, selenite substrate; also: % is scaled to controls: 0 for no effect and ±100 for the full control effect; nearly all actives have a fitted effect of over 65% in size
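Rat TrxR1 (90 nM in the dispensed reagent) was pre-reduced with 400 uM NADPH for 5 min at room temperature, then incubated with compound for 15 min. After 400 uM selenite was added, NADPH fluorescence (Ex 340/Em 450 nm) was followed for 8 min.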
HP1b chromo inh: blocks HP1-beta chromodomain binding to methylated histone tails; AlphaScreen HP1-beta / biotin-H3K9me3 peptide binding; Potency, µM (top dose mostly 114 µM), without a hit: at the highest dose activity change, negative = inhibition, hits mostly inhibitors; hit rate 0.56% among 390,000; AID 540317; also: nearly all actives have a fitted effect of over 70% in size; inactives centre near 23
Target sequence (P83916 whole entry, looked up): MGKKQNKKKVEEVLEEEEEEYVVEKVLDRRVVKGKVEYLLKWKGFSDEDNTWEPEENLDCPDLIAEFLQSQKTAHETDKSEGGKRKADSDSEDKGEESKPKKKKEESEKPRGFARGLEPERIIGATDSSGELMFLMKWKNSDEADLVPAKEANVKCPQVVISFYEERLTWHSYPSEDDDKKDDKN
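AlphaScreen: HP1-beta (50 nM) preformed 30 min with biotin-H3(1-18)K9me3 peptide (50 nM) in PBS pH 7.4, 0.01% Tween-20. Compound added for 30 min at RT, then streptavidin donor/nickel chelate acceptor beads (10 ug/mL) for 30 min.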
JMJD2A Tudor: blocks the human JMJD2A Tudor domain; hit rate 4.4% among 390,000; AID 504339; O75164; Potency, µM (series often up to 114 µM), for the others: at the highest dose activity change, negative = inhibition, hits mostly inhibitors; AlphaScreen JMJD2A-Tudor / H3K4me3 peptide binding; also: % is scaled to controls: 0 for no effect and ±100 for the full control effect; nearly all actives have a fitted effect of over 50% in size
Pin1 inh: inhibitors of human Pin1; Pin1 FP peptide displacement, HiFluor488, 10 min; Potency, µM (top dose mostly 115 µM), inactives show at the top dose activity, negative = inhibition, actives largely listed as inhibitors; hit rate 0.009% among 390,000; AID 504891; active = well fitted inhibition curve with a large enough effect in the polarisation, with a control signal flat, not every such curve was filed as active; inconclusive = small, poorly fitted or top-dose-only effect, or effect the other way, or a change in a side signal; inactive = no such curve, though single readings can be large or run the other way; the % refers to the polarisation; also: % is scaled to controls: 0 for no effect and ±100 for the full control effect
* marks the source's active call; other numbers are inactive results; i = inactive; ? = inconclusive; · = not tested or not shown; & = joins results of further samples; [ ] = remark or other dose. Unless noted, calls follow the shape of the dose curve; as a rule, active = well fitted curve in the direction sought with a large enough effect; inconclusive = small, poorly fitted or top-dose-only effect, or another doubt; inactive = no such curve, though single readings can be large; an effect the other way counts as inactive or inconclusive. Potency is read from the fitted curve at half-maximal effect.

Compound	TrxR1 inh	HP1b chromo inh	12-LOX inh	Pin1 inh	ERG-DNA inh	GLS inh	JMJD2A Tudor	RGS4 inh	PGK inhibitor
Cn1c(N)c(C(=O)CSc2ncn[nH]2)c(=O)n(C)c1=O	19%	29%	-12%	3%	-10%	-20%	-2%	26%	-11%
Cc1ccccc1C(=O)N[C@H](C(=O)OCC(=O)NC1CC1)C(C)C	7%	30%	-2%	-6%	10%	2%	-21%	-4%	i
Cc1cccn2c(=O)c3cc(C(=O)NCc4ccc(F)cc4)c(=N)n(CC4CCCO4)c3nc12 (stereo unspecified)	27%	28%	-23%	7%	4%	-5%	-1%	3%	-4%
COC(=O)c1ccc2c(=O)n(CCc3ccc(S(N)(=O)=O)cc3)c(SCC(=O)C(C)(C)C)nc2c1	8%[57.1 µM]	36%	-6%	?	2%	-2%	-11%	5%	-4%
O=C(CN1C(=O)NC2(CCCCC2)C1=O)Nc1ccc2[nH]c(=O)[nH]c2c1	22%	41%[activator]	?	0%	25%	0%	-2%	-4%	i
Cc1cccc(-n2c(C)nc3cc(C(=O)NC4CCCCCC4)ccc32)c1	21%[57.1 µM]	-1%	-20%	-6%	4%	-1%	-35%	9%	-7%
O=C(Nc1nnc(-c2ccc(F)cc2)s1)Nc1ccccc1F	32%	47%[activator]	0%	-5%	1%	-4%	14%	7%	-4%
N#Cc1cccc(NC(=O)CCNC(=O)c2ccccc2Cl)c1	4%	37%	?	-2%	-6%	-3%	-8%	10%	·
Cc1noc(C)c1S(=O)(=O)N1CCC(C(=O)NC2CCN(Cc3ccccc3)CC2)CC1	14%	19%	5%	1%	·	-1%	-8%	-13%	-4%
Cn1cc(C(=O)c2ccc(Cl)cc2Cl)cc1C(=O)N/N=C(\N)COc1ccc(Cl)cc1Cl	2%	18%	12%	-2%	-3%	8%	?	11%	-3%
O=C(c1ccc(NS(=O)(=O)c2ccccc2)cc1)N1CCN(Cc2ccc3c(c2)OCO3)CC1	10%[57.1 µM]	15%	-9%	-6%	4%	14%	-21%	13%	-3%
COc1cc(OC)c2c(-c3ccccc3)cc(=O)oc2c1C(CC(=O)N1CCN(c2ccccc2)CC1)c1ccc(N(C)C)cc1 (stereo unspecified)	6%&-1%	?	?	18%&11%	9%	14%	6.3µM*	-14%&-28%	-5%
O=C(c1cnn2c(C(F)(F)F)cc(-c3ccc(F)cc3)nc12)N1CCc2ccccc2C1	-2%	69%[activator]	0%	21%	-3%	-12%	-3%	-10%	-9%
Fc1cccc(Cl)c1-c1nnc2ccc3ccccc3n12	17%	-16%	-4%	-5%	-2%	-11%	-34%	-4%	i
c1ccc(SCc2nc(-c3ccncc3)no2)cc1	29%	23%	2%[57.4 µM]	-2%	·	4%	9%	-5%	-6%
COc1ccc(C(C)NC(=O)C2C(=O)NC3(C)CC2c2ccccc2O3)cc1 (stereo unspecified)	6%	14%	0%	3%	-7%	3%	-12%	16%	0%
Cc1cc(=O)n(-c2ccccc2Cl)[nH]1	35%	15%	-2%	0%	4%	12%	-19%	-9%	-7%
CS(=O)(=O)N1N=C(c2ccc(Br)cc2)CC1c1cccs1 (stereo unspecified)	7%	23%	-5%	12%	5%	-3%	0%	5%	-1%
CCS(=O)c1ccccc1C(=O)OC(C)C(=O)Nc1ccc(S(=O)(=O)N2CCCC2)cc1 (stereo unspecified)	8%	39%	-19%	2%	-8%	-1%	-11%	-21%	-1%
CCOc1ccc(N(C)C(=O)CCc2nnc3ccc(N4CCCC4)nn23)cc1	12%	54%[activator]	19%	-4%	-4%	-8%	5%	0%	-5%
Cc1nn(-c2ccccc2)c2[nH]c(C(F)(F)F)cc(=O)c12	-19%	34%[activator]	0%[57.4 µM]	3%	-16%	9%	5%	-11%	-9%
CCCCn1c(N)c(N(CCC(C)C)C(=O)CCN2C(=O)C3CC=CCC3C2=O)c(=O)[nH]c1=O (stereo unspecified)	18%	14%	4%	-18%	14%	0%	-4%	-1%	-1%
COc1ccc(-n2c(=O)c(CCC(=O)N(C)Cc3cccs3)nc3ccccc32)cc1	4%	2%	-19%	0%	-6%	-2%	-24%	7%	19%
O=C(CN1C(=O)/C(=C/c2ccccc2)SC1=S)Nc1cccnc1	13%	52%[activator]	-27%	1%	25%	2%	-8%	-45%	·
Cc1n[nH]c(=O)c2c(NC(=O)CSc3nc4ccccc4c(=O)n3-c3ccc(OC(F)F)cc3)oc(C)c12	-15%	10%	?	10%	5%	-9%	-23%	8%	i

Arranged by the number under GLS inh (ascending): 3 of the compounds above
Molecule	GLS inh
O=C(CN1C(=O)NC2(CCCCC2)C1=O)Nc1ccc2[nH]c(=O)[nH]c2c1	0%
Cc1ccccc1C(=O)N[C@H](C(=O)OCC(=O)NC1CC1)C(C)C	2%
O=C(c1ccc(NS(=O)(=O)c2ccccc2)cc1)N1CCN(Cc2ccc3c(c2)OCO3)CC1	14%

Going on with the list.
Compound	TrxR1 inh	HP1b chromo inh	12-LOX inh	Pin1 inh	ERG-DNA inh	GLS inh	JMJD2A Tudor	RGS4 inh	PGK inhibitor
NS(=O)(=O)c1ccc2nc(NC(=O)c3ccncc3)sc2c1	-3%[57.1 µM]	17%	-30%	-2%	-9%	-3%	-14%	14%	i
CC[n+]1ccccc1/C=C1\Sc2ccc(C)cc2N1C	17%	49%[activator]	40µM*	7%	-4%	-10%	?	-19%	i
Clc1ccc(Cl)c(OCCCCN2CCNCC2)c1	6%	36%	?	1%	13%	2%	-15%	-19%	i
COc1ccc(NC(=O)CSc2nc3c(c(=O)n2-c2ccc(F)cc2)SCC3)cc1	8%	23%	-8%	1%	-24%	-6%	-30%	3%	i
O=[N+]([O-])c1ccc(CN2CCN(c3ccc(F)cc3)CC2)o1	-23%	?	?	-10%	-1%	10%	11µM*	-2%	-8%
O=C(CNS(=O)(=O)c1c(Cl)cccc1Cl)OCc1csc(-c2ccccc2)n1	16%[57.1 µM]	34%[activator]	-15%	33%[activator]	-3%	10%	-16%	-9%	-10%
CCN(CC)C(=O)[C@H]1CC(CC(=O)NCCc2ccccn2)C(=O)N2CCc3c([nH]c4ccccc34)[C@]12C (stereo partly specified)	13%	28%	5%	3%	10%	17%	-15%	19%	i
Cc1cccc(NC(=O)CSc2cccc3cccnc23)c1	22%	21%	?	1%	-5%	-1%	-16%	0%	3%
COCCn1c(SCC(=O)N2CCCCC2)nc2ccccc2c1=O	4%	23%	0%	6%	1%	-3%	-12%	-10%	i
CN(C)C(=O)CCC(=O)N1CCCC(C(=O)c2ccc(C(F)(F)F)cc2)C1 (stereo unspecified)	34%	17%	-2%	-1%	4%	-2%	2%	5%	0%
C#Cc1ccc2c(c1)COc1c3ccccc3nn1-2	3%	36%	1%	-6%	9%	7%	-13%	-14%	-7%
CCC(=O)Nc1ccc(-c2nn3c(C)nnc3s2)cc1C	15%	11%	0%	-8%	-5%	-5%	-13%	23%	i
CC(C)(C)C(=O)Nc1ccccc1-c1nc2ccccc2[nH]c1=O	2%	28%	2%	2%	2%	-7%	-4%	-25%	7%
O=C(Nc1cccc([N+](=O)[O-])c1)Nc1cnccn1	21%	34%	0%	3%	-4%	-17%	-8%	-16%	-4%
CN(C)c1ccc(C(=O)N2CCCC(CCC(=O)N3CCN(c4ccccn4)CC3)C2)cc1 (stereo unspecified)	-8%	0%	1%	-1%	0%	25%	-24%	-1%	-6%
COc1ccc(C2C(C(=O)O)c3ccccc3C(=O)N2C)cc1Br (stereo unspecified)	-4%	64%	0%	0%	0%	17%	-9%	-27%	3%
O=C(NNc1ccccc1[N+](=O)[O-])NC1CCCCC1	8%[57.1 µM]	20%	-8%	-5%	1%	-15%	-9%	8%	-4%
CCc1nc(C)cn1S(=O)(=O)c1cc(OC)c(C)cc1C	2%[57.1 µM]	26%	370%[activator]	3%	11%	6%	-9%	9%	i
CNC(=O)c1ccccc1S(=O)c1ccccc1C#N (stereo unspecified)	25%	6%	-1%	4%	6%	9%	13%	37%	-9%
O=C(CN1CCC(O)(c2ccccc2)CC1)Nc1ccc2c(c1)OCCO2	4%[57.1 µM]	9%	8%	6%	2%	-1%	-14%	-45%	-1%
O=[N+]([O-])c1cccc(/C=C/c2ccncc2)c1	12%	7%	4%	-2%	1%	-6%	-18%	11%	5%
NC1=NC(=O)/C(=C/c2ccccc2OS(=O)(=O)c2ccccc2)S1	10%	20%	1%	20%	3%	8%	-18%	17%	3%
COc1ccc(S(=O)(=O)NCC2CCCN(Cc3ccc(C)o3)C2)cc1 (stereo unspecified)	6%[57.1 µM]	9%	-12%	-1%	-6%	4%	-14%[57.1 µM]	-23%	10%
COC(=O)c1cc2ccccc2n1S(=O)(=O)c1ccccc1	12%[57.1 µM]	48%[activator]	-10%	10%	-12%	-3%	32%	-12%	6%
CC1(C)C(=O)C2(CCCCC2)C(=O)OC1c1cccs1 (stereo unspecified)	18%	30%	0%	6%	2%	-4%	3%	-25%	-10%
CC(=O)N1CCN(c2ccccc2NC(=O)COc2ccccc2C)CC1	15%	32%	0%	1%	-6%	2%	-16%	4%	1%
CCN(C(=O)CN1CCN(Cc2ccccc2)CC1)c1c(N)n(Cc2ccccc2)c(=O)[nH]c1=O	4%[57.1 µM]	21%	-5%	2%	-6%	?	13µM*	?	1%
O=C(COc1ccccc1)Nc1ccc2[nH]c(=O)[nH]c2c1	0%	54%[activator]	-14%	2%	-6%	6%	-15%	3%[56.9 µM]	3%

Only part of the results is shown; the hit share may differ from the screen's.
